NS5 inhibitors: Dengue-2 NS5 methyltransferase inhibitors, primary screen, biochemical, confirmation dose response (AID 588689); Dengue-2 NS5 methyltransferase capping enzyme assay, biochemical; higher % means a stronger effect; 340,000 tested, 0.3% active; one-dose inhibition, % at 25 µM; IC50 in µM for titrated hits; Genome polyprotein (Dengue virus type 2 (strain 16681-PDK53)); in the data active means a potency from the dose series; inconclusive means inhibition above about 29% without an active follow-up result
GPR35 antagonists: GPR35 antagonists blocking zaprinast-driven arrestin recruitment, primary screen, imaging, U2OS, beta-arrestin-GFP, zaprinast agonist (AID 2058); inhibition, % at 10 µM, or IC50 in µM where a hit was titrated; 290,000 tested, 0.052% active; U2OS GPR35 beta-arrestin-GFP translocation imaging, zaprinast antagonism; higher % means a stronger effect;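 active means inhibition of at least 50% with at least 30 cells and total cytoplasm GFP at most 10,000,000; inconclusive means under 30 cells or total GFP of 10,000,000 plus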
Salmonella PhoP GFP: inhibitors of PhoP regulon expression, primary screen, Salmonella Typhimurium, GFP reporter (AID 1863); 300,000 tested, 0.16% active; one-dose inhibition, % at 50 µM; IC50 in µM for titrated hits; S. Typhimurium PhoP-regulated promoter GFP reporter, 4 h; higher % means a stronger effect;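 active means inhibition over 29.93%, a cutoff 3 SD above the screen mean, later confirmed by dose response; inconclusive means inhibition over 29.93% but no dose response follow-up; inactive means inhibition at most 29.93% or unconfirmed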;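 further: 0% = low Mg2+ inducing control and 100% = high Mg2+ repressing control; strong numbers were not always called active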
UTI89 phage lysis: inhibition of K1F phage lysis, E. coli UTI89, bacterial capsule biogenesis inhibitors, alamar blue (AID 488966); E. coli UTI89 K1F phage lysis, alamar blue, 2 h; higher % means a stronger effect; one-dose inhibition, % at 100 µM; IC50 in µM for titrated hits; 340,000 tested, 0.02% active;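 active means phage lysis inhibition, versus mean bacterial control, above a set limit; inconclusive means no clear call, values can overlap the other calls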;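 further: capsule biogenesis inhibitors block K1F phage lysis so surviving cells raise fluorescence; higher fluorescence means more inhibition of phage lysis; actives were called in the ten point dose series up to 300 µM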
MgcRacGAP inhibition: MgcRacGAP GTPase-activating activity inhibitors, confirmation, biochemical, ADP Hunter fluorescence; Rac GTPase-activating protein 1 (Homo sapiens); MgcRacGAP-stimulated Rac1 GTP hydrolysis, ADP Hunter fluorescence; higher % means a stronger effect; GST-tagged Rac1 F28L mutant substrate; one-dose inhibition, % at 30 µM; IC50 in µM for titrated hits; 340,000 tested, 0.6% active; AID 624330, 2012;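 active means first-screen hits whose inhibition reached a set limit at any dose in the follow-up dose series; inconclusive means inhibition above the set first-screen limit but never retested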;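 further: fluorescence reports GDP produced by GAP-driven GTP hydrolysis; strong numbers were not always called active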
SV40 large T antigen: SV40 large T antigen inhibitors, biochemical (AID 1903). inhibition, % at 20 µM, or IC50 in µM where a hit was titrated. SV40 large T antigen ATPase/helicase inhibition assay; higher % means a stronger effect. 310,000 tested, 0.39% active; in the data active means a potency from the dose series; inconclusive means inhibition mostly from about 32% at the one dose, without a potency; inactive means the rest, 99 in 100 with inhibition below about 32%; further: strong numbers were not always called active
RSV antiviral HEp-2: RSV antiviral activity via CPE protection, HEp-2 cells, primary 10 µM value included (AID 2391) | HEp-2 cells, RSV-induced CPE inhibition; higher % means a stronger effect | CPE inhibition, % at 10 µM, or IC50 in µM where a hit was titrated | 310,000 tested, 0.13% active; in the data active means a potency from the dose series; inconclusive means CPE inhibition mostly from about 23% at the one dose, without a potency; inactive means the rest, 99 in 100 with CPE inhibition below about 21%; further: strong numbers were not always called active
HIV fusion peptide: inhibitors of HIV fusion peptide binding, primary screen, biochemical, uHTS, fluorescence dequenching (AID 1986); 290,000 tested, 0.3% active; cell-free peptide binding, fluorescence dequenching, 30 min; higher % means a stronger effect; inhibition, % at 20 µM, or IC50 in µM where a hit was titrated; in the data active means inhibition mostly above about 52%, no sharp cut-off; inactive means mostly below about 76%; further: some results filed as inactive read as strong as hits
GPR55 antagonists: GPR55 antagonists blocking LPI-driven arrestin recruitment, primary screen, imaging, U2OS, beta-arrestin-GFP, LPI agonist (AID 2013) | U2OS GPR55 beta-arrestin-GFP translocation imaging, LPI antagonism; higher % means a stronger effect | inhibition, % at 10 µM; hits with a dose series show IC50 in µM | 290,000 tested, 0.13% active;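 active means spots per cell inhibited over 60%, with over 100 cells counted and total cytoplasm intensity under 500,000; inconclusive means wells with under 100 cells, flagged as likely toxic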;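 further: U2OS cells stably carrying GPR55 and arrestin-GFP stimulated by 5 µM LPI near EC80; imaged beta-arrestin-GFP aggregate spots per cell after agonist stimulation; plate controls were LPI-stimulated DMSO wells for no effect and DMSO wells without LPI for full effect; some results filed as inactive read as strong as hits; confirmed hits need IC50 under 10 µM and bright autofluorescent wells are also inconclusive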
* hit, by the source's call; i = inactive; ? = inconclusive; . = not tested or not shown; [ ] = remark or other dose.

Order of results – UTI89 phage lysis, SV40 large T antigen, Salmonella PhoP GFP, HIV fusion peptide, GPR55 antagonists, MgcRacGAP inhibition, GPR35 antagonists, RSV antiviral HEp-2, NS5 inhibitors
1	O=C(O)c1cc(-c2ccccc2)n(-c2ccc(Cl)cc2Cl)n1
  0.3%, 11%, -4%, 0.0%, 3%, 11%, -16%, 0.8%, -2%
2	O=[N+]([O-])c1ccc(CNc2cccc(Cl)c2)s1
  ?, 5%, 7%, 0.6%, 6%, 6%, 13%, 8.4%, -1%
3	CCCC(=O)Nc1nc(C)c(C(C)=O)s1
  0.9%, 5%, 9%, -0.6%, -16%, 5%, 6%, 2.4%, 2%
4	O=C(Nc1cccc(C(F)(F)F)c1)C1CCN(S(=O)(=O)c2ccc(N3CCCC3=O)cc2)CC1
  1.1%, 8%, -6%, -1.3%, 9%, 5%, 12%, -2.6%, 2%
5	CCCCn1c(SCC(=O)N2CCCC2)nnc1-c1ccccc1
  0.2%, 8%, 5%, -2.1%, 3%, 7%, 12%, 6.0%, -1%
6	CCN(C(=O)COC(=O)c1cc(=O)[nH]c2ccccc12)C1CCS(=O)(=O)C1 (centres undefined)
  0.0%, -6%, 1%, -0.7%, 1%, 14%, -2%, -0.2%, -7%
7	COC(=O)CCNS(=O)(=O)c1ccc2ccccc2c1
  0.1%, 1%, -1%, -0.7%, 8%, 6%, 6%, 0.9%, 3%
8	Cc1cc(NC(=O)Cc2ccc(Br)cc2)no1
  1.0%, 4%, 9%, -0.4%, 18%, 9%, 19%, -1.0%, -4%
9	COCCNc1c(-c2ccc(OC)c(OC)c2)nc2ccc(Cl)cn12
  0.3%, ., ., 0.6%, 0%, 15%, -5%, -0.1%, -13%
10	O=[N+]([O-])c1ccc(OCc2nnc(-c3ccccc3)o2)cc1
  0.6%, 0%, 5%, 0.0%, -4%, 4%, -2%, -1.3%, -3%
11	Cc1ccc2nc(-c3ccccc3)cc(C(=O)NCC(c3ccco3)N(C)C)c2c1 (centres undefined)
  0.5%[50 µM], 26%, -1%, ., ., -1%, ., -2.4%, 1%
12	CCNC(=S)Nc1scc(-c2ccccc2)c1C(=O)OCC
  2.9%, 8%, -18%, -1.4%, 3%, 12%, 0%, 6.9%, 4%
13	O=C(CNCCO)Nc1ccc(F)c(Cl)c1
  0.1%, 22%, 1%, 2.3%, 8%, 0%, 14%, 17%, -8%
14	CN(C)/C=C(\C(=O)c1cccc(Cl)c1)c1nnnn1-c1ccccc1
  0.9%, 0%, -1%, 0.3%, -8%, 7%, 56%, 0.1%, 2%
15	CCn1nc(C(C)C)cc1C(=O)N1CCCC(CO)(Cc2ccc(F)cc2F)C1 (centres undefined)
  -2.8%, 4%, 7%, -1.7%, -5%, 4%, -5%, 13%, -14%
16	Cc1ccc(S(=O)(=O)Nc2cc(=O)[nH]c(SCC(=O)Nc3cccc(C(F)(F)F)c3)n2)cc1
  0.6%, ., ., -1.1%, 4%, 3%, 7%, ., -4%
17	O=C(CNC(=O)c1cccs1)OCC(=O)c1ccccc1Cl
  0.8%, 3%, -9%, -0.6%, -13%, 5%, 1%, 0.2%, 1%
18	CCC1CCCCN1CCCNC(=O)C1CCN(c2nnc(-n3cccc3)s2)CC1 (centres undefined)
  0.6%, 9%, -3%, 0.3%, 1%, 7%, -2%, -0.5%, 4%
19	CCOC(=O)c1nn(-c2ccc(Cl)cc2)c2nc(-c3ccc(C)cc3)c(C#N)c(=O)n12
  1.3%, 9%, 10%, -0.3%, 7%, 8%, -12%, ., -3%
20	O=C(O)CC(=O)Nc1ccccc1
  1.5%, 2%, 7%, 0.0%, 27%, 13%, 6%, 0.8%, -5%
21	CC/C(=N/NC(=O)c1ccc2c(c1)OCO2)c1ccccc1O
  0.9%, 6%, ., ., ., 9%, ., 2.4%, 3%
22	CCCn1nnnc1NCc1ccccc1OCc1cccs1
  0.0%, -1%, -9%, -2.3%, 13%, 11%, -3%, 1.2%, -3%
23	CSc1ccccc1C(=O)C1CCCN(C(=O)c2cc(C(C)C)no2)C1 (centres undefined)
  0.2%, 22%, -6%, -1.2%, -6%, 3%, 7%, 16%, 6%
24	Cc1ccc2nc(N(CCCN(C)C)C(=O)CN3C(=O)c4ccccc4C3=O)sc2c1
  0.2%, 13%, -9%, -2.2%, 16%, 7%, -2%, -0.3%, -3%
25	CC(=O)c1ccc(N2CCN(C(=S)NCc3ccco3)CC2)cc1
  -0.2%, 7%, -8%, -1.5%, 11%, 4%, -1%, 1.9%, -6%
26	O=C(CN1CCN(S(=O)(=O)c2ccc(Cl)cc2)CC1)Nc1ccc2c(c1)CCC2
  0.1%, 9%, -5%, -2.5%, 2%, 5%, -5%, ?, -1%
27	CCOC(=O)C1CCN(c2ncnc3c2cnn3-c2ccccc2)CC1
  8.3%, 14%, 7%, -1.2%, 1%, -5%, 4%, 1.6%, -6%
28	O=C1COc2ccc(C(=O)CCl)cc2N1
  ., ?, -4%, -0.2%, 4%, ., 0%, ., .
29	C[C@H](NC(=O)c1nc[nH]c1C(=O)NCC(=O)OCc1ccccc1)C(=O)OC(C)(C)C
  -0.1%, 11%, 9%, 0.0%, -3%, 10%, -9%, 1.4%, -1%
30	CCN(C(=O)COC(=O)CSc1ccc([N+](=O)[O-])cc1)C1CCS(=O)(=O)C1 (centres undefined)
  0.0%, 16%, -6%, 1.3%, 6%, 7%, -9%, 1.8%, 0%
31	Cc1ccc(NC(=O)CC2S/C(=N/N=C/c3ccco3)NC2=O)cc1Cl (centres undefined)
  0.1%, 2%, -9%, 2.9%, 1%, 12%, 2%, 0.6%, -11%
32	CSc1ccc(/C=C/C(=O)NC23CC4CC(CC(C4)C2)C3)cc1
  0.5%[50 µM], 17%, -9%, -3.1%, 6%, -1%, -10%, 9.0%, -6%
33	CC(=O)c1ccc(NC(=O)/C(=C\c2ccc(F)cc2)NC(=O)c2ccco2)cc1
  0.1%, 18%, -5%, 0.5%, 9%, 3%, 10%, 0.7%, -5%
34	CN(C(=O)COc1ccc(-c2nnco2)cc1)C1CCS(=O)(=O)C1 (centres undefined)
  0.0%[50 µM], 1%, 2%, ., ., -4%, ., -1.8%, -7%
35	CC(=O)Nc1nc2c(ncn2COCCOC(C)=O)c(=O)[nH]1
  ., -2%, 4%, 1.2%, 5%, ., -10%, ., .
36	CN(C)CCN(C(=O)c1ccc(S(=O)(=O)N(C)c2ccccc2)cc1)c1nc2ccc(Cl)cc2s1
  0.1%, 0%, 10%, 0.9%, -11%, 16%, -7%, 0.4%, -3%
37	Nc1nc(-c2ccc(Cl)cc2)nn1C(=O)c1cccnc1
  -3.3%, 15%, 13%, -0.1%, -1%, -4%, 9%, -2.2%, -22%
38	Cc1ccc(NC(=O)COC(=O)CNC(=O)c2ccc(Cl)cc2Cl)cc1S(=O)(=O)N1CCOCC1
  0.3%[50 µM], 22%, 10%, ., ., 3%, ., -0.9%, -4%
39	COc1ccc(C(=O)OCC(=O)Nc2sccc2C(N)=O)cc1OC
  0.1%, 11%, -10%, 1.5%, 5%, 12%, -16%, 1.7%, 2%
40	CCc1nn(CC(=O)NCCCN(CC)c2cccc(C)c2)c(=O)c2cc3occc3n12
  ., 22%, -6%, -1.3%, -5%, ., 4%, 4.6%, .
41	CCCCC(=O)NC(c1cccs1)c1cc(Cl)c2cccnc2c1O (centres undefined)
  -0.5%, 26%, 0%, -1.5%, 9%, 8%, 9%, 4.6%, -2%
42	COc1ccccc1NC(=O)CN1CCN(CC(=O)Nc2ccc(Cl)c(C(F)(F)F)c2)CC1
  8.4%, 5%, -11%, 2.4%, 14%, 5%, 0%, ., -3%
43	CCOC(=O)C1=C(C)NC(=S)NC1c1ccc(OC(=O)c2ccco2)cc1 (centres undefined)
  0.0%, 62%, 41%, 1.4%, -9%, 6%, -10%, 0.9%, -3%
44	CCCc1cc(C(=O)Nc2nnc(C)s2)cs1
  0.4%, 13%, 6%, -2.6%, 0%, 0%, 2%, 0.8%, 2%
45	CN(Cc1cn(-c2ccccc2)nc1-c1ccc(Cl)cc1)C(=O)CCC(=O)O
  3.9%, 13%, -17%, 4.0%, 15%, 4%, 9%, 4.4%, 1%
46	O=C([C@H](Cc1ccccc1)NS(=O)(=O)c1ccc(Cl)cc1)N1CC[C@@]2(O)CCCC[C@H]2C1
  6.3%, 16%, 0%, -2.3%, -5%, 1%, 7%, -0.7%, -2%
47	CCC1S/C(=C(\C#N)C(=O)NCc2ccco2)N(c2ccc(Br)cc2)C1=O (centres undefined)
  0.7%, 25%, 1%, 16%, 2%, -2%, -4%, 3.7%, 0%
48	COc1ccc(C2OCC3(CO2)SC(=O)NC3=O)cc1OC (centres undefined)
  -0.8%, 5%, -8%, 2.3%, 3%, -1%, 3%, -1.9%, -6%
49	O=C(CCCCn1c(=O)[nH]c2ccccc2c1=O)N1CCN(c2ncccn2)CC1
  i, 12%, 5%, 1.4%, -10%, 8%, 0%, 1.5%, -9%
50	C=CCNC(=O)N1CCC(n2nccc2NC(=O)CCCc2ccccc2)CC1
  0.9%, -4%, -3%, 0.1%, -25%, 0%, -11%, -0.7%, -9%
51	COC(=O)c1ccc(C(=O)OC)c(NC(=O)N2c3ccccc3Sc3ccccc32)c1
  0.2%, 8%, -3%, 5.9%, -1%, 13%, 1%, 1.5%, 6%
52	CCOCC(O)CNc1ccccc1 (centres undefined)
  0.2%, 9%, -7%, -1.8%, -9%, 6%, -1%, -0.1%, 1%
53	CS(=O)(=O)c1cnc(-c2ccccc2)nc1Oc1ccc(Cl)cc1
  0.7%, 9%, 6%, -0.5%, -11%, 13%, 5%, 2.3%, 6%
54	CC(C)(C)c1ccc(OCCCN2CCCC2)cc1
  0.4%, 5%, -5%, 2.4%, 4%, ?, -9%, -0.5%, -7%

Screens deposited in PubChem by several laboratories.
